Assay outcomes deposited in PubChem BioAssay by several laboratories.
EBV LMP1 NFkB: reduces LMP1-driven NF-kappaB luciferase signal | LMP1-induced NF-kappaB luciferase reporter cells, luminescence | inhibition, % at 12.5 µM | 0.69% of 350,000 active | AID 504558; in the data active = inhibition above about 41%;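 note: 0% = neutral control wells and 100% = reference inhibitor control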
SRC2 inh: inhibits human steroid receptor coactivator 2; HEK293 GAL4-SRC2 luciferase reporter, luminescence; Q15596; inhibition, % at 9 µM; 0.17% of 370,000 active;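 active = inhibition above the mean inhibition of all tested compounds plus 3 SD, set per campaign, cut at about 52% in these data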;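 note: 0% = DMSO treated cells and 100% = cells given Gossypol at 36 µM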
ABHD5-PLIN5 inh: ABHD5-PLIN5 protein interaction inhibition. Q00G26+Q8WTS1. 0.78% of 360,000 active. inhibition, % at 4 µM. Split G. princeps luciferase complementation, luminescence, 4 h;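 active = inhibition above the mean inhibition across every tested compound plus 3 SD, cut at about 22% in these data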;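 note: 0% = DMSO only wells and the 100% control is not disclosed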
NCOA1 inh: human NCOA1 inhibition; Q15788; HEK293 GAL4-SRC1 luciferase reporter, luminescence; inhibition, % at 3.6 µM; 0.12% of 360,000 active; AID 588354;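 active = inhibition above the campaign mean plus 3 SD, with each screening campaign given its own cutoff, cut at about 60% in these data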;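 note: 0% = DMSO treated cells and 100% = gossypol at 36 µM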
LRH-1 inv ag: NR5A2 inverse agonism in reporter assay. O00482. HEK293T StAR-luciferase reporter, LRH-1 transfected, 24 h. inhibition, % at 3.6 µM. 0.13% of 360,000 active;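 active = inhibition above the mean inhibition of all tested compounds plus 3 SD, cut at about 73% in these data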;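 note: 0% = DMSO wells and 100% = reporter-only cells lacking LRH-1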
Target sequence (O00482 whole entry, looked up): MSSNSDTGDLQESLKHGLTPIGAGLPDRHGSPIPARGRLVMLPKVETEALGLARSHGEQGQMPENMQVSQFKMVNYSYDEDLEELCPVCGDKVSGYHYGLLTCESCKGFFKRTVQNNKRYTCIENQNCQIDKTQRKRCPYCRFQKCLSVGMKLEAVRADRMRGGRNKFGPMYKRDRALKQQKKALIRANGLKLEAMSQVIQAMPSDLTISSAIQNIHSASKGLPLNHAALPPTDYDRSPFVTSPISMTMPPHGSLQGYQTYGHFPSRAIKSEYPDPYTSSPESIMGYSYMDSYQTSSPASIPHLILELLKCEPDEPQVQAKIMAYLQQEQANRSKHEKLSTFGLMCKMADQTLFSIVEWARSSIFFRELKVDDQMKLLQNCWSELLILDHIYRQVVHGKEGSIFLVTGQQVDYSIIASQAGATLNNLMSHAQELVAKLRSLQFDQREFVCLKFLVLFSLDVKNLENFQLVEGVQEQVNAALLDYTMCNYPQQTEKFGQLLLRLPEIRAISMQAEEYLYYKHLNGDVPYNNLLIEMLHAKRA
SRC3 inh: inhibits human SRC3 coactivator | HEK293 GAL4-SRC3 luciferase reporter, luminescence | inhibition, % at 3.6 µM | 0.17% of 360,000 active;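 active = inhibition above a per-campaign cutoff, the mean of all compounds plus 3 SD, cut at about 60% in these data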;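 note: 0% = DMSO-treated cells and 100% = gossypol-treated cells at 36 µM; higher means less SRC3-driven luciferase light from the GAL4 reporter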
NOD2 RIPK2 PPI: blocks binding of human NOD2 to RIPK2 | O43353 | CHO BLA complementation NOD2-RIPK2, CCF4 ratio | inhibition, % at 4.98 µM | 0.38% of 360,000 active | AID 624267; in the data active = inhibition above about 21%;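 note: 0% = vehicle only and 100% = reference blocker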
Target sequence (O43353 whole entry, looked up): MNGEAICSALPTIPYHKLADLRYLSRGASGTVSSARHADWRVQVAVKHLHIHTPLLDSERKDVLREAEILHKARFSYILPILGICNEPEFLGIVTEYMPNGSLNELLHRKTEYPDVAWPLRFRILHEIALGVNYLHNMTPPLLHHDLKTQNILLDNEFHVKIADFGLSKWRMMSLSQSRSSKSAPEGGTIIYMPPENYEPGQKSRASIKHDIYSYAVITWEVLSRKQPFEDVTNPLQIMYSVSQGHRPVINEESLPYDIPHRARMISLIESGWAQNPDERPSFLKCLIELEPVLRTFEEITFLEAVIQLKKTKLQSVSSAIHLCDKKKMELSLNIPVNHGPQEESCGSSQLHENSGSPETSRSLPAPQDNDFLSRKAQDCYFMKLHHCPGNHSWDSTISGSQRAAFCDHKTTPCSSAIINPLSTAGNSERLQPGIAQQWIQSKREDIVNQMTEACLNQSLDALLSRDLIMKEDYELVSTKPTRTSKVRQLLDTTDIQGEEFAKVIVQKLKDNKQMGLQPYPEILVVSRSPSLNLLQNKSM
TLR9-MyD88 block: TLR9-MyD88 interaction inhibition; Q9NR96+Q99836; CHO BLA complementation TLR9-MyD88, CCF4 FRET ratio; inhibition, % at 4.98 µM; 0.21% of 340,000 active; AID 504734;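 active = inhibition above the mean over all tested compounds plus 3 SD, cut at about 21% in these data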;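 note: 0% = DMSO only wells and 100% = clavulanate BLA inhibitor control wells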
NR2F2 inh: NR2F2 (human) inhibition, primary screen. HEK293T NGFI-A luciferase reporter, luminescence. P24468. AID 686940. 0.7% of 370,000 active. inhibition, % at 8.6 µM;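 active = inhibition above a per-plate cutoff, mean inhibition of test wells between control levels plus 3 SD, cut at about 38% in these data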;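 note: cells cotransfected with COUP-TFII expression vector driving the NGFI-A reporter; 0% = median of COUP-TF2 test wells and 100% = reporter-only cells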
MC4R ag barr: agonists of human melanocortin 4 receptor (MC4R) beta-arrestin; P32245; U2OS MC4R beta-arrestin complementation, luminescence; percent of melanotan II response, DMSO zero; activation, % at 8.9 µM; 0.98% of 360,000 active; AID 540308;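 active = activation above a per-plate cutoff, the mean activation of sample wells on that plate plus 3 SD, cut at about 8% in these data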
MC4R antag cAMP: human MC4R antagonism in cAMP assay | P32245 | MC4R-expressing cells, MTII-stimulated cAMP, LANCE TR-FRET | inhibition, % at 6.5 µM | 0.48% of 360,000 active | AID 540295;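 active = inhibition above its plate's cutoff, the mean of tested wells on that plate plus 3 SD, cut at about 29% in these data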;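 note: 0% = Melanotan II alone and 100% = Melanotan II plus saturating MCL0020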
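Material: human MC4R-expressing U2OS cells. Probe or stimulus: Melanotan II challenge. Dosing: 6.5 µM single dose. Times: 30-min compound, 1-h challenge, 1-h detection, room temperature. Technique: TR-FRET with Eu-cAMP and labeled anti-cAMP, 671 nm. Replication: singlicate.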
The depositor's hits bear a star; nt = not tested or not shown. A portion of the library. The share of hits here may be higher or lower than overall.

Structure,ABHD5-PLIN5 inh,NR2F2 inh,SRC3 inh,NOD2 RIPK2 PPI,MC4R antag cAMP,LRH-1 inv ag,NCOA1 inh,EBV LMP1 NFkB,TLR9-MyD88 block,MC4R ag barr,SRC2 inh
COc1cccc(-c2nc(-c3ccc(NC(=O)c4cccs4)cc3)no2)c1,-2,-12,-44,-13,11,-79,-49,-19,7,3.1,-27
CC(C)n1c(O)c(N=Nc2ccc(Cl)c(C(=O)O)c2)c2ccccc21,5,-14,5,9,-15,-18,-7,-4,0,-1.7,18
CCOc1ccccc1N(CC(=O)Nc1ccccc1C(=O)O)S(C)(=O)=O,-5,0,-4,3,3,10,3,8,2,-0.7,-26
O=C(COC(=O)c1ccccc1Cl)NCCC1=CCCCC1,4,-4,-28,-4,12,1,-12,-21,5,0.5,-44
Cc1cccc(NC(=O)C2(c3ccc([N+](=O)[O-])cc3)CCCC2)c1,-9,13,13,-6,0,4,-4,5,-9,0.7,17
O=C(COc1ccc(Br)cc1Cl)NC1CCN(Cc2ccccc2)CC1,2,7,8,7,-7,-3,-13,6,-7,-0.1,18
COc1cc2c(N3CCOCC3)cc(O)c(CC(=O)Nc3ccccc3)c2cc1OC,1,2,1,-9,12,4,-14,-1,-1,0.9,-14
CCOc1cc(/C=N/n2cnnc2)ccc1OS(=O)(=O)c1ccccc1,-3,27,8,-9,8,15,-3,1,6,-3.0,-25
c1ccc(Oc2ccc(-n3cnnn3)cc2)cc1,7,-10,3,-2,-4,8,3,6,4,1.5,-20
Cc1ccc2c3c([nH]c2c1)C(=O)CC(C)(C)S3,-7,13,-4,5,4,31,6,-24,0,-1.5,-23
NC(=O)c1sc2nc(-c3ccccc3)ccc2c1N,-3,-44,-76,-4,8,-96,-60,-12,5,0.1,-61
CC(c1nc2ccccc2[nH]1)n1c(=O)c(-c2cccnc2)nc2ccccc21 (stereo not given),9,19,nt,-20,nt,1,nt,nt,nt,nt,-1
COC(=O)/C(=C\c1ccc2c(c1)c1ccccc1n2C)NC(=O)c1ccccc1,-2,1,5,-6,2,-4,-37,-3,-2,3.4,-18
Clc1ccccc1/C=C/C=N/Nc1nc(N2CCOCC2)nc(N2CCOCC2)n1,1,-6,15,13,-4,14,-6,5,4,0.9,-1
COc1ccc(C2CC(=O)Oc3c(C(CCN4CCN(c5ccccc5)CC4)c4ccc(N(C)C)cc4)c(OC)cc(OC)c32)cc1 (stereo not given),6,-2,-20,3,-1,-17,-24,9,-11,-0.9,18
Cc1nn(CCC(=O)NCc2ccc(N(C)C)cc2)c(=O)c2nn(-c3ccccc3)c(C)c12,-2,-5,-3,-1,-4,-6,-1,16,-5,-1.7,11
O=C(Nc1ccccc1)C1CCN(C(=O)c2ccc([N+](=O)[O-])cc2)CC1,-1,-8,9,-4,1,-17,-2,8,2,-0.2,-16
CC(C)c1nc2n[nH]c(N)c2c2c1CCC2,-1,-1,-9,-7,11,4,-31,15,6,1.1,16
Cc1ccc2cc(CN(Cc3ccco3)S(=O)(=O)c3c(C)ccc4nsnc34)c(=O)[nH]c2c1,19,-3,-5,-7,1,-24,-1,-1,-1,-1.1,77*
CCOC(=O)Cn1c(=O)oc2cc(S(=O)(=O)N3CCc4ccccc43)ccc21,-7,-30,-26,8,30*,-1,7,-7,-6,0.9,-24
Cc1cc(C)nc(SCc2nnc(SCC(=O)N3CCOCC3)o2)n1,-4,4,3,4,3,9,-5,-1,-16,1.9,-4
C/C(=N\NC(=O)c1ccc(C)cc1C)c1ccc2c(c1)OCO2,-1,-21,-21,-3,1,-63,-26,-8,-4,-1.3,-37
CC1(C)Cc2c(C#N)c(N3CCN(C(=O)c4ccccc4Cl)CC3)nc(-c3ccco3)c2CS1,29*,5,-5,-5,11,-3,-5,-3,9,-2.4,7
COC(=O)CSc1nnc(-c2cccs2)n1-c1ccc(Cl)cc1,3,2,4,-5,4,6,-36,3,1,1.3,-24
COc1cc(CCN2C(=O)c3cccc4cccc(c34)C2=O)c(S(=O)(=O)NCCO)cc1OC,3,0,15,-8,7,-5,0,-1,-4,-0.2,-31
CN(Cc1ccccc1)C1CCN(Cc2ccccc2[N+](=O)[O-])CC1,-4,-21,-23,4,1,13,0,-14,-3,0.0,-14
CC(C(N)=O)N1C(=O)C2C3C=CC(C3)C2C1=O (stereo not given),-1,-5,4,7,2,6,-15,1,-8,-1.3,-2
CCc1noc(C)c1C(=O)N1CCN(S(=O)(=O)c2ccc(C(C)=O)cc2)CC1,-8,24,4,7,-2,-6,-36,-29,-7,-3.9,-15
Cn1c(=O)c2c(nc(CN3CCc4ccccc4C3)n2Cc2ccc(F)cc2)n(C)c1=O,-1,7,1,-8,6,-4,-9,9,-8,-1.4,27
Cc1ccc(C(=O)NCc2ccc3c(c2)OCO3)cc1S(=O)(=O)N1CCCCC1,-3,2,13,10,5,-22,-5,-1,2,-1.9,12
CCCCNC(=O)CSc1nc2ccccc2c(=O)n1CC1COc2ccccc2O1 (stereo not given),-5,3,1,-12,6,1,-8,-4,1,9.4*,10
Nc1nc2c([N+](=O)[O-])cccc2s1,-3,-5,-8,-11,-2,10,5,4,3,0.8,-42
CC(=O)OCCN1c2ccccc2Sc2cnccc21,3,37*,36,-12,-10,-12,21,11,-4,0.2,37
COc1cccc(-c2cnc(C(O)c3ccc(-c4ccccc4)cc3)[nH]2)c1 (stereo not given),-7,-1,10,4,-8,-10,-2,nt,nt,-0.7,-3
CCc1ccc(CCC(=O)Nc2ccc(C(C)=O)cc2)o1,0,-2,12,-14,-3,-13,-25,3,-3,-0.5,-6
Cc1ccc(CSCCC(=O)NCCC2=CCCCC2)cc1,-3,-7,-3,-2,-3,-5,-4,2,3,-1.9,-32
CCOC(=O)C1=CN(Cc2ccco2)S(=O)(=O)N(CC)C1c1ccccc1 (stereo not given),4,11,9,-15,6,4,2,-4,-13,1.8,-6
COc1ccc(C(=O)Nc2ccc(N3CCOCC3)cc2)cc1S(=O)(=O)NC1CCCC1,2,0,16,-4,14,16,-21,6,13,-1.3,-30
Nc1ccc2[nH]c(=S)sc2c1,0,-4,-26,-9,13,12,-22,-5,-5,-1.6,-40
CCCCN1C(=O)C(CC(=O)NCC2CCCCC2)CC(C(=O)N(C(C)C)C(C)C)=C1C (stereo not given),1,3,5,2,13,-20,-41,3,-3,-0.3,-29
O=C(Nc1ccc(Cl)cc1)c1ccc(CN2CCc3ccccc3C2)cc1,3,41*,-23,-4,3,10,-21,-7,-5,1.7,-16
COc1ccc(-n2ncc3c(NCc4cccs4)ncnc32)cc1,1,-61,-66,4,3,-75,-71,-84,-10,2.6,-68
CCOc1ccc(NC(=O)C2CCN(S(=O)(=O)c3cccs3)CC2)cc1,-1,1,-20,-9,-5,-5,-7,8,-2,4.2,-20
CC(/C=N/NC(=O)c1ccc(Br)cc1)=C\c1ccccc1,-15,-1,2,4,1,-18,-2,-20,1,28*,-11
O=C(Cc1csc(-c2ccccc2)n1)NCC(=O)Nc1ccc(F)c(F)c1F,-9,-6,-8,6,8,4,-2,-1,-15,-0.7,3
CC(=O)OCC1=C(C(=O)O)N2C(=O)C(NC(=O)C(C)Cn3nc(C)c(Cl)c3C)C2SC1 (stereo not given),14,3,14,-4,2,5,-25,5,-7,-2.8,-18
CC(=O)Nc1cccc(NC(=O)C(F)(F)F)c1,-4,17,-4,-6,12,7,-15,-1,-5,-1.4,-2
COc1ccc(OCc2ccc(C(=O)N3CCOCC3)cc2)cc1,16,-4,-14,-13,1,-9,-9,1,2,2.0,-17
COc1cc(C(C)=O)ccc1OCC(O)Cn1nc(C)c(C(C)=O)c1C (stereo not given),2,2,-7,4,-4,1,-3,-7,-9,-2.6,-8
O=C(NCc1cccc(F)c1)C1CCC(=O)N(CCc2cccc(F)c2)C1 (stereo not given),-7,6,2,-7,2,-2,-4,-9,-11,-1.5,-28

Other structures follow.
Structure,ABHD5-PLIN5 inh,NR2F2 inh,SRC3 inh,NOD2 RIPK2 PPI,MC4R antag cAMP,LRH-1 inv ag,NCOA1 inh,EBV LMP1 NFkB,TLR9-MyD88 block,MC4R ag barr,SRC2 inh
CC(C)(C)C1CCc2c(sc(NC(=O)CSc3ncn[nH]3)c2C#N)C1 (stereo not given),-11,-4,2,0,0,-1,15,-1,9,3.4,6
CCOC(=O)c1c(NC(=O)COC(=O)CCCOc2ccc(OC)cc2)sc(C(=O)NC)c1C,2,14,4,3,8,5,-17,-8,9,-1.3,-22
COC(=O)C1=C(CN2CCCc3ccccc32)NC(=O)NC1c1ccc(F)cc1 (stereo not given),5,96*,84*,-8,-8,91*,87*,37,-6,3.7,85*
COc1ccc(C(=O)OCC(=O)Nc2nc3c(F)c(F)c(F)cc3s2)cc1OC,0,3,-2,-8,12,9,0,2,2,-2.0,-2
Cc1ccc(S(=O)(=O)N2CCN(C(=O)c3ccc(N4CCCCC4)c([N+](=O)[O-])c3)CC2)cc1,3,-4,-15,-18,0,8,-8,-6,-2,-1.2,-50
Cn1cnnc1SCC(=O)Nc1ccc(S(=O)(=O)N2CCOCC2)cc1,-2,-6,-8,-4,-3,-1,-11,6,-9,-2.0,-2
Cc1ccccc1NC(=O)c1ccc2c(c1)CCN2S(C)(=O)=O,2,3,6,-5,2,-9,6,2,-5,-1.5,13
COc1ccccc1N1CCN(C(=O)c2[nH]c(C(F)(F)F)nc2-c2ccccc2)CC1,-5,-1,16,6,nt,11,-9,nt,nt,nt,4
Cc1cc(N2CCCCC2)nc(N2CCCCC2)n1,0,-10,9,-3,-3,23,-20,8,8,-2.4,-5
NS(=O)(=O)c1cccc(NC(=O)CSc2nnc(C3CC3)n2-c2ccccc2)c1,4,-9,1,0,8,9,15,4,-1,-0.8,2
O=C1C2CCCN2C(=O)N1CCCN1CCN(c2cccc(Br)c2)CC1 (stereo not given),0,1,12,5,12,-11,2,4,6,0.5,-33
O=C(Nc1nnc([C@@H]2C[C@H](O)[C@@H](CO)O2)s1)NC(c1ccccc1)c1ccccc1,10,14,-3,-7,7,16,6,nt,nt,-0.1,-26
COc1ccccc1N1CCN(C2CCN(C(=O)c3ccc(F)cc3)CC2)CC1,1,-11,10,-2,-9,-5,2,-15,5,-3.3,-12
COc1cc(/C(C)=N\NC(=O)CSc2nc3ccccc3n2C)ccc1O,6,16,7,-1,18,0,2,2,5,1.1,-12
